# Screening data (PubChem)
# Vif inh – HIV Vif self-association inhibitors, primary screen, imaging, HEK293T, single point. HEK293T cells, Vif self-association by quenched fluorescence, 24 h. AID 602346, 2012. inhibition, % at 7.49 µM. 0.35% of 340,000 active; in the data active = inhibition above about 50%, passing the limit was not always enough; note: some results filed as inactive read as strong as hits
# NR2E3 ag-1 – inhibitors of NR2E3-RetCOR corepressor binding, primary screen, NR2E3 agonist project, biochemical, TR-FRET, GST-NR2E3, biotin-RetCOR. Photoreceptor-specific nuclear receptor (Homo sapiens), Q9Y5X4. 1536-well. inhibition of corepressor binding, % at 4.78 µM. 0.12% of 320,000 active. AID 2300, 2010;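 active = percent inhibition above the cutoff of mean plus 3 SD of all tested compounds, set per screening campaign, cut at about 20% in these data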;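 note: 0% = DMSO wells and 100% = biotin wells as full block of FRET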
# Target sequence (Q9Y5X4 whole entry, looked up): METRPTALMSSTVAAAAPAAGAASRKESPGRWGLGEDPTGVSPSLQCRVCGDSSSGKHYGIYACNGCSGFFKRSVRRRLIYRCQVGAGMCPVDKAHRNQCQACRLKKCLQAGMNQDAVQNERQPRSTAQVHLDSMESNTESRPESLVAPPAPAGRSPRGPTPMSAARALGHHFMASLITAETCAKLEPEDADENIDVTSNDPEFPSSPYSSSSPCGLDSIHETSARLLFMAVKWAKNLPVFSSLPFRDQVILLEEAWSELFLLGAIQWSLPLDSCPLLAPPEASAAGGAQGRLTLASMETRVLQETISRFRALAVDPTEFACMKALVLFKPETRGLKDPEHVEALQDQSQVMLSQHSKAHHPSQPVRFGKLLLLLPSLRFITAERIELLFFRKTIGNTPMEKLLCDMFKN
#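 Assay system: NR2E3–RetCOR corepressor complex. Quantity: 1.35 nM GST-NR2E3. Buffer or medium: pH 7.5 Tris-based buffer. Reagent: biotinylated RetCOR corepressor at 7 nM final. Schedule: 5 h at 4 °C. Detection: TR-FRET, emission read at 617 and 671 nm. Replicates: one well per compound, singlicate testing.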
# HIF-2a block – HIF-2a reporter inhibitors, primary screen, luminescence, 786-0 RCC cells; 786-0 RCC cells HIF-2a reporter, luciferase luminescence, overnight; inhibition, % at 18.8 µM; 0.72% of 360,000 active;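 active = inhibition of the luminescence signal of 40% or more relative to plate controls, in a single-dose primary screen at 18.75 µM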
# CaV13 FRET inh – Disruptors of the CACNA1D IQ motif to Ca2+-dependent inactivation inhibitor domain association, primary screening, Förster resonance energy transfer in intact living …. 0.098% of 340,000 active. AID 743397. HEK cells, CFP/YFP FRET ICDI-IQ, plate reader, 10 min; percent FRET-ratio fall versus neutral wells. inhibition, % at 12.3 µM;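 active = mean replicate inhibition of at least 30% and at least 1% of replicates passing that level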;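 note: 0% = median of the neutral control wells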
# CF NFkB block – inhibitors of PAF-induced NF-kB signaling, primary screen, cell-based, GFP fluorescence, uHTS. KKLEB NF-kB-GFP reporter, GFP fluorescence overnight. 0.86% of 360,000 active. inhibition, % at 5 µM;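 active = at least 50% inhibition at 5 µM, scaled per plate between neutral and stimulator controls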;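 note: PAF is a Pseudomonas aeruginosa culture filtrate used as stimulus; plate controls were PAF-stimulated DMSO wells for no effect and unstimulated DMSO wells for full effect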
# NR2E3 ag-2 – NR2E3 agonists in two-hybrid cells, primary screen, cell-based, luminescence, CHO-S, Gal4-NCOR/VP16-NR2E3; luciferase; inhibition of corepressor binding, % at 3.98 µM; 0.35% of 360,000 active; AID 602229, 2012;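 active = inhibition above the mean of all tested compounds plus 3 SD, cut at about 70% in these data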;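 note: 0% = DMSO with NR2E3 transfected cells and 100% = cells lacking NR2E3 construct; higher means lower luciferase signal from less NR2E3 corepressor binding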
# Peg3 prom inh – Peg3 promoter-driven luciferase inhibitors, primary screen, cell-based, HeLa, luciferase luminescence. HeLa PEG-Prom luciferase reporter, overnight. inhibition, % at 20 µM. 1.7% of 360,000 active. AID 588405, 2011;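 active = inhibition of at least 50% at 20 µM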
# KKLEB tox – cytotoxicity in KKLEB CF airway cells, primary screen, cytotoxicity control for CF NF-kB inhibitor project, cell-based, uHTS, fluorescence assay plates. 0.36% of 360,000 active. KKLEB CF airway cells viability, ATPlite luminescence, overnight; active compounds read low; cells stimulated with P. aeruginosa culture filtrate. activity change (cytotoxicity), % at 5 µM;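 active = corrected activity change at or below -50% at 5 µM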
# PDI inh – inhibitors of human PDI, primary screen, biochemical, turbidity, single point, plate reader | Protein disulfide-isomerase (Homo sapiens), P07237 | PDI insulin aggregation turbidity, A650, 90 min | inhibition, % at 10 µM | 0.052% of 350,000 active;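 active = mean inhibition across replicates of 30% or more, whatever share of single replicates reach that level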;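 note: absorbance from insulin aggregation driven by PDI reduction with DTT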
# Target sequence (P07237 whole entry, looked up): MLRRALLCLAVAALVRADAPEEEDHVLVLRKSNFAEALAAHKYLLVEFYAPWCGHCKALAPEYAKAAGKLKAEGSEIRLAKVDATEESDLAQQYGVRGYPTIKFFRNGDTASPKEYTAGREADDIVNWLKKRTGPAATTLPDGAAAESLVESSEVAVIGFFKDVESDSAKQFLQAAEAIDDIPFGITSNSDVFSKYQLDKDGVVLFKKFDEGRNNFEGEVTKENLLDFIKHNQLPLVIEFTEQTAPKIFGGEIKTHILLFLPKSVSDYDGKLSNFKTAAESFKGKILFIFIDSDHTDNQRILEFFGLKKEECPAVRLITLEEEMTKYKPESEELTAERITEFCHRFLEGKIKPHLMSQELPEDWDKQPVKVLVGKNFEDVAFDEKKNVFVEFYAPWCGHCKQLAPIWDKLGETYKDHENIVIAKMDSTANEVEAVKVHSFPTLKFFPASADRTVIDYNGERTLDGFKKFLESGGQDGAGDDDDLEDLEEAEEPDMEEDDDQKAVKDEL
# Shn3 inh set2 – reduction of Shn3 3'UTR firefly luciferase signal, primary screen, Schnurri-3 inhibitor project, cell-based, Clone20 osteoblasts, set 2. Clone20 osteoblast Shn3 3'UTR firefly luciferase, 24 h. inhibition, % at 12.5 µM. 0.52% of 360,000 active;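 active = mean inhibition of at least 75% with every replicate also reaching 75%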;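 note: 0% = median of neutral control wells and 100% = pilot-screen positive control compound; some compounds past the cut are filed as inactive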
# TRPM1 prom inh – inhibitors of MITF-dependent TRPM1 promoter reporter, primary screen, cell-based, SK-MEL-5, single point, luciferase; SK-MEL-5 TRPM1 promoter luciferase, 24 h; inhibition, % at 12.5 µM; 0.83% of 330,000 active; AID 488899, 2010;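 active = mean inhibition across replicates of 60% or more, whatever share of single replicates reaches that level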; note: values of inactives mirror those of a sister screen read the other way
# * = called active by the depositor; · = not tested or not shown.
SMILES,Vif inh,NR2E3 ag-1,HIF-2a block,CaV13 FRET inh,CF NFkB block,NR2E3 ag-2,Peg3 prom inh,KKLEB tox,PDI inh,Shn3 inh set2,TRPM1 prom inh
CCOc1ccc(S(=O)(=O)n2cnc3cc(C)c(C)cc32)cc1,-12,1,4,-7,15,66,32,-2,9,77,14
CCN(CC)c1ccc(NC(=O)C2CCCC2)cc1,-1,-3,-99,-6,0,-23,-59,-17,-4,-9,-1
CS(=O)(=O)c1nc(S(=O)(=O)c2ccc(Cl)cc2)c(N2CCCCCC2)s1,-6,-2,12,-4,-13,15,26,1,-4,12,6
C[C@H](NC(=O)c1ccco1)C(=O)NCCc1ccc(S(N)(=O)=O)cc1,5,-2,8,-6,0,-12,4,-9,-2,-4,-1
COc1ccccc1-c1cnc2c(c1)C(=O)N([C@@H](C)CO)C[C@H](C)[C@H](CN(C)C)O2,·,·,1,-7,-29,6,-13,2,-6,4,·
Cc1oc2nc(SCC(=O)N3CCCCC3)nc(N)c2c1C,-4,-3,-67,-5,1,-13,-22,11,-21,-25,-8
CC1CCC(NC(=O)c2cc(S(=O)(=O)N3CCCCC3)ccc2N2CCOCC2)CC1 (configuration not stated),2,1,2,-4,-5,-13,10,-1,-3,10,-3
COc1ccccc1CNC(=O)CSC1=NCCS1,58*,-3,-81,-4,14,0,-28,-12,0,-9,-7
CCOC(=O)C1=C(Cc2ccc(OC)cc2)C(=O)c2ccccc2C1=O,-9,·,-35,·,26,20,41,-24,11,55,34
Cn1ncc(C(N)=O)c1NC(=S)NC(=O)c1ccc(Br)o1,2,2,13,5,17,-1,5,3,12,10,8
CC1CC(C)CN(S(=O)(=O)c2ccc(C(=O)N3CC(C)OC(C)C3)cc2)C1 (configuration not stated),3,0,6,-3,7,-29,15,0,2,4,0
Cc1nn(Cc2ccccc2Cl)c(Cl)c1C(=O)NCCc1ccccc1,5,0,-193,4,12,-153,-213,-13,18,-35,-48
CCOCCCNC(=O)CN1C(=O)/C(=C/c2ccccc2C)Sc2ccccc21,-16,4,11,-18,10,6,5,6,0,3,11
Cc1cccc(C)c1NC(=O)CCCCCC1NC(=O)NC1C (configuration not stated),-4,47*,12,2,4,-4,-5,2,-5,-3,-4
Cc1ccc2nc(-c3cccc(NS(C)(=O)=O)c3)cc(-c3ccccc3)c2c1,-5,-2,14,-6,-30,11,38,14,-1,4,8
Oc1cc(NCc2ccc(F)cc2)cc2cccnc12,-4,·,1,-5,51*,-29,8,25,-3,52,56
Cc1ccc(NC(=O)C2CCCN(S(=O)(=O)c3cccc4nonc34)C2)cc1 (configuration not stated),16,-2,10,-3,4,-11,4,1,-9,7,17
COc1ccc(CCCC(=O)O)c(C)c1,-1,5,21,-9,13,11,10,-1,1,0,1
CC(=O)Nc1ccc(S(=O)(=O)N2CN(c3ccc(C)cc3)c3nc4ccccc4nc32)cc1,8,6,-14,-5,-33,-29,11,-3,4,-19,0
COc1ccc(N2CC(C(=O)Nc3nc4ccc(F)cc4s3)CC2=O)c(OC)c1 (configuration not stated),-8,-1,-50,-3,28,-27,-31,7,9,-6,-13
NC(=O)c1ccccc1N/C=C/C(=O)c1ccc(Cl)cc1Cl,·,·,-70,·,-18,-122,-136,-65*,1,·,-35
CCOC(=O)C1=C(CN2CC(C)CC(C)C2)NC(=O)NC1c1ccc2c(c1)OCO2 (configuration not stated),1,4,17,-5,10,1,24,2,0,17,21
CC(=O)Cc1nsc(NC(=O)c2ccc(-c3cccc(C(F)(F)F)c3)o2)n1,·,2,-74,-9,13,-21,-30,7,-15,-8,6
Cc1cc(N2CCN(C(=O)c3ccco3)CC2)nc(-c2ccccc2)n1,·,1,11,-3,1,6,8,12,-5,12,14
Cc1cc(S(=O)(=O)NCc2cccnc2)ccc1-n1cnnn1,4,-2,8,-9,7,-15,1,-4,-8,6,0
# Next entries:
SMILES,Vif inh,NR2E3 ag-1,HIF-2a block,CaV13 FRET inh,CF NFkB block,NR2E3 ag-2,Peg3 prom inh,KKLEB tox,PDI inh,Shn3 inh set2,TRPM1 prom inh
Cc1occc1-c1nnc(SCC(=O)N2CCCCC2)n1C,5,·,1,-6,-6,-13,3,17,3,-2,-8
O=C1Nc2c(c(=O)[nH]c(=O)n2-c2ccccc2)C1(Nc1ncccn1)C(F)(F)F (configuration not stated),13,2,12,-2,3,-22,10,4,12,9,6
Cc1cc(=O)oc2c(C)c(OC(C)C(=O)NCc3ccccn3)ccc12 (configuration not stated),-3,1,11,-3,2,2,0,1,-2,11,2
COc1cccc(-c2ccc(C#N)c(SCC(=O)NCCc3cccc(Cl)c3)n2)c1,24,13,13,-4,3,0,25,-9,-2,20,2
Cc1cccc(C(=O)Nc2nnc(-c3ccc(C(C)(C)C)cc3)s2)c1,1,-2,-90,-5,-12,-43,-22,3,-2,-6,-1
COc1ccc(N(CC(O)Cn2cnc3ccccc32)S(=O)(=O)c2ccc(C)cc2)cc1 (configuration not stated),1,2,13,-16,-1,-31,-13,-3,-4,-2,12
CCOC(=O)Cc1c(C)nc2cc(C)nn2c1C,5,3,14,·,3,-13,9,-5,-5,15,9
C=CCOC(=O)C1C(=O)CC(C)(O)C(C(=O)OCC=C)C1c1ccc(OC)cc1 (configuration not stated),13,2,8,·,5,-25,19,1,1,-14,6
O=C(O)c1ccc(CP(=O)(c2ccccc2)c2ccccc2)cc1,-14,0,15,-2,12,-5,5,9,-1,6,5
C[N+]1(CCOc2ccc([N+](=O)[O-])cc2)CCOCC1,-7,0,6,-5,2,1,5,-2,17,5,-4
Cc1c(C2=CCN(S(=O)(=O)c3ccc(Cl)cc3)CC2)c2ccccc2n1C,1,-2,0,-20,9,4,19,-2,10,-2,15
S=c1[nH]nc(-c2ccc(Br)cc2)n1-c1ccc2c(c1)OCCO2,2,0,2,-3,-6,-25,0,1,8,-14,9
COc1ccc(C(=O)NC(=S)N2CCCc3ccccc32)cc1OC,19,0,-40,-8,-17,-10,-18,10,3,5,-12
CCCCS(=O)(=O)Nc1ccc(C(=O)NCC2CCCO2)cc1 (configuration not stated),4,0,9,-9,-2,-10,2,4,-8,11,-3
Cc1onc(-c2ccccc2Cl)c1C(=O)NCc1cccnc1,-1,1,8,-4,-21,6,16,6,-1,-6,-5
COCCn1c(SCC(=O)Nc2cc(C)on2)nc2ccccc2c1=O,1,2,4,-5,24,-5,0,-2,5,6,-5
COCCn1c(SCC(=O)Nc2ccc(OC)cc2OC)nc2ccccc2c1=O,6,·,16,-21,7,4,23,4,-6,0,5
COc1ccccc1C1C(C(N)=O)=C(C)Nc2nc(-c3ccc(Cl)cc3)nn21 (configuration not stated),12,3,5,-1,-7,-35,7,10,·,-9,-6
Cc1ccccc1NC(=O)CN1C(=O)CSc2ccccc21,-2,-1,14,-7,-6,-5,-4,0,-4,-10,-5
CCOC(=O)C1C(=O)OC(C)(C)C1C(C)C(=O)c1ccc(C)cc1C (configuration not stated),3,-2,10,-4,-10,6,-10,6,-13,10,17
Cc1cc(=O)oc2c(C)c(OCC(=O)N3CCN(c4ccc(F)cc4)CC3)ccc12,1,-1,-9,-5,4,-1,5,-6,6,26,-2
COc1ccc(S(=O)(=O)NCc2ccc3c(c2)OCO3)cc1C,1,2,13,-8,0,-1,3,5,2,12,-3
Cc1cc(C)cc(C(=O)N(NC(=O)Nc2ccc(Cl)cc2)C(C)(C)C)c1,-5,1,18,-5,-2,-4,36,-9,-17,12,7
Cc1cc(N(CN2CCCC2=O)C(=O)c2ccc(F)cc2)no1,-1,2,2,-7,-2,-6,18,6,3,-1,5
Cc1cc(NCc2ccccc2)c2ccccc2n1,0,4,8,-9,9,-30,-8,0,-5,71,24
# (list continues)
SMILES,Vif inh,NR2E3 ag-1,HIF-2a block,CaV13 FRET inh,CF NFkB block,NR2E3 ag-2,Peg3 prom inh,KKLEB tox,PDI inh,Shn3 inh set2,TRPM1 prom inh
Cc1ccc(C)c(S(=O)(=O)N2CCN(C(=O)Nc3ccccc3)CC2)c1,0,4,-16,-5,-4,0,5,7,3,9,2
O=C(O)Cn1nc2c3c(cccc3c1=O)-c1ccccc1-2,6,4,0,-8,11,16,1,2,1,-5,-6
CCOC(=O)C1CCN(C(c2cccnc2)c2c(NC(=O)c3ccco3)sc(C)c2C)CC1 (configuration not stated),-34,0,-126,-3,-16,-10,-33,-1,-5,-11,32
COc1cc(OC)cc(C(=O)N2CCN(C(=O)c3ccc(-c4ccccc4)cc3)CC2)c1,0,-1,1,-4,-9,-17,4,-4,-1,20,-1
O=S(=O)(Nc1ncccn1)c1ccc(NC(=S)N2CCN(c3cccc(C(F)(F)F)c3)CC2)cc1,16,1,-9,-7,14,-2,8,-13,-3,7,1
C1CCN(c2nc3nonc3nc2N2CCCCC2)CC1,15,-3,14,-4,7,-24,8,9,3,11,6
CCOC(=O)NC(=O)COC(=O)Cc1cc(OC)c(OC)c(OC)c1,-1,-4,13,0,2,3,6,8,1,-9,14
CN1CCN(C(=S)NC(=O)/C=C/c2cccc3ccccc23)CC1,-6,-5,-4,-6,3,3,0,7,4,-12,0
Cc1ccc(OC(C)C(=O)Nc2ccccc2C(=O)NCc2cccnc2)cc1C (configuration not stated),-4,-1,22,-10,-5,28,29,-12,9,8,-3
CCN(C(=O)COC(=O)CCC(=O)c1cccs1)c1ccccc1,-2,·,1,-3,14,3,2,-1,-16,3,1

# A second format for part of the listing above:
structure	Vif inh	NR2E3 ag-1	HIF-2a block	CaV13 FRET inh	CF NFkB block	NR2E3 ag-2	Peg3 prom inh	KKLEB tox	PDI inh	Shn3 inh set2	TRPM1 prom inh
C1CCN(c2nc3nonc3nc2N2CCCCC2)CC1	15	-3	14	-4	7	-24	8	9	3	11	6
CCOC(=O)NC(=O)COC(=O)Cc1cc(OC)c(OC)c(OC)c1	-1	-4	13	0	2	3	6	8	1	-9	14
CN1CCN(C(=S)NC(=O)/C=C/c2cccc3ccccc23)CC1	-6	-5	-4	-6	3	3	0	7	4	-12	0
Cc1ccc(OC(C)C(=O)Nc2ccccc2C(=O)NCc2cccnc2)cc1C (configuration not stated)	-4	-1	22	-10	-5	28	29	-12	9	8	-3
CCN(C(=O)COC(=O)CCC(=O)c1cccs1)c1ccccc1	-2	·	1	-3	14	3	2	-1	-16	3	1
